Bioassay records deposited in PubChem BioAssay by National Center for Advancing Translational Sciences (NCATS).
KDM5B inh: inhibitors of human KDM5B histone demethylase | KDM5B demethylase, FDH-coupled NADH fluorescence (FDH is formaldehyde dehydrogenase) | Potency, µM (series often up to 57.7 µM), for inactives: at the highest dose activity change, negative = inhibition, most hits filed as inhibitors | 220,000 compounds, 2.6% hits | AID 1347165; active means well fitted inhibition curve with a large enough effect; inconclusive means small, poorly fitted or top-dose-only effect; inactive means no such curve, though single readings can be large or run the other way; further: 0% is about no effect; nearly all actives have a fitted effect of over 70% in size
Target sequence (Q9UGL1 whole entry, looked up): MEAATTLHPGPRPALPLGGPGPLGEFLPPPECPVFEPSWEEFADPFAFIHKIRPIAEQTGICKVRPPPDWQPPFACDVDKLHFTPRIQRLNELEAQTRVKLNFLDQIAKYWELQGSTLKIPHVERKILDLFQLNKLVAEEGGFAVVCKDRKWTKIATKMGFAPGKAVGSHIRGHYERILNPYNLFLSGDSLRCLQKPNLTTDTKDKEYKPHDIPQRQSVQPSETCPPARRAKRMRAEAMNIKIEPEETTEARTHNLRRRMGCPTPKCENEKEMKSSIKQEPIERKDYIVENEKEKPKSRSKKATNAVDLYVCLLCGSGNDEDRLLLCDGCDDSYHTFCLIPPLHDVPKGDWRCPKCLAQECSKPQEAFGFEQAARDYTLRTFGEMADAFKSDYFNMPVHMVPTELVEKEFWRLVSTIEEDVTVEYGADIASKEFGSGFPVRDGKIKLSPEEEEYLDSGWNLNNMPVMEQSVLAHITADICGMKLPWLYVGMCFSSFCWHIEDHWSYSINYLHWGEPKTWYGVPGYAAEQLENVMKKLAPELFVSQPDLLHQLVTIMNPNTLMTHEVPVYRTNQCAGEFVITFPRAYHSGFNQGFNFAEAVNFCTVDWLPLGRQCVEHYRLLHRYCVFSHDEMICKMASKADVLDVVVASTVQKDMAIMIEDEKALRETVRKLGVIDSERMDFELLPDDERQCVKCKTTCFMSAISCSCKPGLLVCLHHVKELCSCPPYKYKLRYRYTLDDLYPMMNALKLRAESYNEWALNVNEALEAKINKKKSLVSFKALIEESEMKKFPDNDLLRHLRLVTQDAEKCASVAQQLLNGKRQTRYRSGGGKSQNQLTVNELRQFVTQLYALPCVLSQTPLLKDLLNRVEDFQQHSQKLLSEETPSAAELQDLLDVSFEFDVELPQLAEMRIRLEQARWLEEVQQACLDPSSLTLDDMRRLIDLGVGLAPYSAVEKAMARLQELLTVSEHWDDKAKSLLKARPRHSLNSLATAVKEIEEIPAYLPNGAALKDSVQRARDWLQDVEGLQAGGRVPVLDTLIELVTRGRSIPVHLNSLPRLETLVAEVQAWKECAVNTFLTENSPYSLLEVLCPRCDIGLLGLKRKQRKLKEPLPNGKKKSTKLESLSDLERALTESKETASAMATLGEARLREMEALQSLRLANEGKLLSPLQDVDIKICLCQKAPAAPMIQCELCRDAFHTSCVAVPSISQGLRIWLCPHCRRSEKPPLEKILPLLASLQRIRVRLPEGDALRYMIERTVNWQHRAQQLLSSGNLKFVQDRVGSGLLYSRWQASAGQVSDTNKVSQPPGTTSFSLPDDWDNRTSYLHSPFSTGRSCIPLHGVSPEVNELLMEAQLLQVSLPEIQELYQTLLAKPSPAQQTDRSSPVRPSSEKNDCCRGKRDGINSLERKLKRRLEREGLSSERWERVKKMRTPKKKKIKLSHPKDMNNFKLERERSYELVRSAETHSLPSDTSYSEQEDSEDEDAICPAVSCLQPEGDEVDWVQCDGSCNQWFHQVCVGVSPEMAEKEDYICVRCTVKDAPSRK
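KDM5BΔAP (200 nM final) in 50 mM HEPES pH 7.5, 0.01% Tween-20 was preincubated 10 min at RT with compound over a concentration range. Substrate mix (H3K4me3 12.5 µM, α-KG 25 µM, Fe²⁺, ascorbate, NAD⁺, FDH) was added, and NADH fluorescence change over 30 min gave dose-response curves.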
* = called active by the depositor; [ ] = dose if it differs, or a comment. Potency means the concentration at half of the fitted maximal effect.

Screening COc1cc(OC)c(N(C)C(=O)Nc2cn(CC(C)C)c(=O)c3ccccc23)cc1Cl returned KDM5B inh inconclusive.
For Cc1nc2c(c(-c3ccc(Cl)cc3)n1)CCN([S+](=O)([O-])c1cccc(C(F)(F)F)c1)CC2 the results were KDM5B inh 13%.
Screening Cc1ccc(F)cc1NC(=O)Cn1c(=O)nc(-c2ccccc2F)c2cc(Cl)ccc21 returned KDM5B inh 5%.
Screening Cc1ccc(C)c(C(=O)N[C@@H]2CN(Cc3ccccn3)C[C@H]2CN(C)C)c1 returned KDM5B inh inconclusive.
For COc1ccccc1Nc1nc(NCc2ccco2)nc(N)c1[N+](=O)[O-] the results were KDM5B inh -14%.
Cc1ccn(CC(=O)N2C[C@@H](CO)[C@H](c3ccccn3)C2)n1 was read as KDM5B inh -10%.
For COCC(=O)NC[C@H]1CCN(Cc2cccc(C#N)c2)C[C@H]1N(C)C the results were KDM5B inh -1%.
Screening Cc1ccc(S(=O)(=O)N2CCCN(C)c3ccccc32)cc1Cl returned KDM5B inh inconclusive.
`CCCCCc1ccc(/C=C/c2ccc(C3CCC(CCC)CC3)cc2)nc1` (stereo not given) gave KDM5B inh 33%[activator].
For CCn1c(SCC(=O)Nc2ccc(OC)c(OC)c2)nc2c(c1=O)SCC2 the results were KDM5B inh -11%.
For c1ccc(OCCCCN2CCC(c3nc4ccccc4s3)CC2)cc1 the results were KDM5B inh -28%.
O=C(c1cc(F)ccc1F)N1CC(Oc2ccc(-c3nc(-c4ccccc4)no3)cc2)C1 was read as KDM5B inh -29%.

A section of the results above, as a working copy:
For Cc1nc2c(c(-c3ccc(Cl)cc3)n1)CCN([S+](=O)([O-])c1cccc(C(F)(F)F)c1)CC2 the results were KDM5B inh 13%.
Screening Cc1ccc(F)cc1NC(=O)Cn1c(=O)nc(-c2ccccc2F)c2cc(Cl)ccc21 returned KDM5B inh 5%.
Screening Cc1ccc(C)c(C(=O)N[C@@H]2CN(Cc3ccccn3)C[C@H]2CN(C)C)c1 returned KDM5B inh inconclusive.
For COc1ccccc1Nc1nc(NCc2ccco2)nc(N)c1[N+](=O)[O-] the results were KDM5B inh -14%.
Cc1ccn(CC(=O)N2C[C@@H](CO)[C@H](c3ccccn3)C2)n1 was read as KDM5B inh -10%.
For COCC(=O)NC[C@H]1CCN(Cc2cccc(C#N)c2)C[C@H]1N(C)C the results were KDM5B inh -1%.

The results go on:
For COc1cc(-c2cc(C)c3cccc(OC)c3n2)cc2c1OCCN(C(=O)CCN)C2 the results were KDM5B inh 28µM*.
`COc1ccc(-n2c(/C=C/c3cccc(C(F)(F)F)c3)nc3ccccc3c2=O)cc1Cl` gave KDM5B inh -2%.
O=C(COc1ccc2c(c1)OCO2)Nc1cccc(F)c1 was read as KDM5B inh -6%.
`CCOc1ccc2oc(=O)cc(CN3CCN(CC(=O)Nc4ccc5c(c4)OCCO5)CC3)c2c1` gave KDM5B inh 87%[activator].
O=C(CCC1CCCC1)N1CCCC(c2noc(COc3ccccc3)n2)C1 (stereo not given) was read as KDM5B inh -7%.
`CC(=O)NC1(C(F)(F)F)C(=O)N(Cc2ccccc2)C(C)=C1C(=O)c1ccccc1` (stereo not given) gave KDM5B inh 18%.
Screening Cc1nc(SCC(C)C)c2c(=O)n(C)c(=O)n(CC(C)C)c2n1 returned KDM5B inh 20%.
`CSCC(=O)N[C@H]1CN(Cc2cn(CCO)nc2C)C[C@@H]1C1CC1` gave KDM5B inh -10%.
Screening CC(C)N1C[C@H](O)C[C@H]1c1nnc2n1CCN(C(=O)CN1CCCC1=O)CC2 returned KDM5B inh inconclusive.
For COc1ccc(N2CCN(c3csc4ccc(Cl)cc4c3=O)CC2)cc1 the results were KDM5B inh inconclusive.
For O=C(/C=C/c1ccc(Br)cc1)c1ccc(O)cc1 the results were KDM5B inh -16%.
Cc1onc(-c2c(Cl)cccc2Cl)c1C(=O)c1ccccc1 was read as KDM5B inh -16%.
CN(C)c1ccc(CNC(=O)CN2C(=O)CCn3nc(-c4cn(C)c5ccccc45)cc32)cc1 was read as KDM5B inh -18%.
Cc1cc(C)c(C(=O)N2CCCC(Nc3ccccc3)C2)cc1C (stereo not given) was read as KDM5B inh 33%[activator].
`N#Cc1nc(-c2ccco2)oc1N1CCN(C(=O)NCC2CC2)CC1` gave KDM5B inh inconclusive.
Screening CN(C)Cc1nc(C(=O)N2CCn3nc(CCC(=O)O)cc3C2)cs1 returned KDM5B inh -1%.
`COc1cc(C(=O)Nc2ccc3oc(=O)ccc3c2)ccc1C` gave KDM5B inh -26%.
For CNC(=O)Nc1cccn2nc(-c3ccccc3)nc12 the results were KDM5B inh 25µM*.
For Nc1c(C(=O)c2ccccc2)sc2nsc(SCCN3CCCC3)c12 the results were KDM5B inh inconclusive.
For Cc1nc2sccn2c1C(=O)NC1CC(c2nnc(CN(C)C)n2C)C1 (stereo not given) the results were KDM5B inh inconclusive.
COc1cc(NS(=O)(=O)c2ccccc2Cl)c(C(=O)O)cc1OC was read as KDM5B inh 2%.
Screening C[Si](C)(C)CN1CCN(CC(=O)Nc2ccccc2Cl)CC1 returned KDM5B inh 2%.
Screening CCOc1cc(CNC(=O)NC2COc3ccccc3C2)cc(OCC)c1OCC (stereo not given) returned KDM5B inh -13%.
`OCCN1CCN(c2ncnc3c2cnn3-c2cccc(Cl)c2)CC1` gave KDM5B inh -15%.
For O=C(c1ccoc1)N1CCN(c2cc(-c3ccc(Cl)cc3)[nH]n2)CC1 the results were KDM5B inh -8%.
For N#Cc1cccc(NCc2cc(Br)ccc2F)c1 the results were KDM5B inh inconclusive.
O=C(CSc1nnc(-c2ccc(F)cc2)n1CC1CCCO1)Nc1ccc(CN2CCCC2)cc1 (stereo not given) was read as KDM5B inh -32%.
Cc1ccc(CN(C)CC(=O)N(C)c2c(N)n(Cc3ccccc3)c(=O)[nH]c2=O)cc1 was read as KDM5B inh 20%.
Screening COc1ccc(Cl)cc1NC(=O)c1cnc(SC)nc1-c1ccccc1 returned KDM5B inh inconclusive.
Screening Cc1cccc(NC(=O)C(C)OC(=O)C2=CN3CCS(=O)(=O)N=C3C=C2)c1 (stereo not given) returned KDM5B inh inconclusive.
For O=C(CSc1nnc2ccc(-c3cccs3)nn12)N1CCOCC1 the results were KDM5B inh inconclusive.
For O=C(Nc1cc(Cl)ccc1-n1cncn1)c1ccco1 the results were KDM5B inh 0%.
`COC(=O)[C@H](NC(=O)[C@@H]1[C@@H](NC(=O)Nc2cccc(OC)c2)CCN1C(=O)C=C(C)C)C(C)C` gave KDM5B inh -14%.
CCn1cc(S(=O)(=O)c2ccc(OC)cc2)c(=O)c2cc(F)c(N3CCC(C)CC3)cc21 was read as KDM5B inh 0%.
Screening CCCC(C)C(=O)Nc1cc(C(=O)OCC)cc(C(=O)OCC)c1 (stereo not given) returned KDM5B inh -3%.
CCOc1ccc(NC(=O)c2ccc3c(SCC(=O)O)c4c(nc3c2)CCC4)cc1 was read as KDM5B inh -32%.
CCCCc1nnc(SCc2cc(=O)c3cc(C(=O)OCC)ccc3[nH]2)n1C was read as KDM5B inh -8%.
Screening Cc1noc(C)c1C(=O)N1Cc2ccccc2CC2(CCN(CC3CCNCC3)C2)C1 (stereo not given) returned KDM5B inh inconclusive.
O=S(=O)(c1ccccc1)N1CCC(OC2CCN(Cc3cccnc3)CC2)CC1 was read as KDM5B inh 11%.
`Cc1ccc(NC(=O)Cc2nc(CSc3nncn3-c3cc(C)ccc3C)cs2)cc1` gave KDM5B inh 3%.
Screening CC(C)NC(=O)N1CC2ON=C(C(=O)NCc3cccnc3)C2C1 (stereo not given) returned KDM5B inh -4%[149 µM].
For CCOc1ccc(C(=O)N2CCC3(CC2)N=C(c2ccc(C)cc2)NO3)cc1 the results were KDM5B inh -25%.
`CC(C)(C)c1ccc(NC(=O)N2CCCN(c3ccc([N+](=O)[O-])cn3)CC2)cc1` gave KDM5B inh 5%.
O=C(c1cnccn1)N1CCN2C(=O)N(C3CCOCC3)C[C@H]2C1 was read as KDM5B inh -14%[86.2 µM].
COC(=O)C1=CN(CC(=O)Nc2cc(Cl)ccc2C)S(=O)(=O)N=C1C was read as KDM5B inh 13%.
CNC(=O)/C(=C/c1cc2ccc(OC)cc2nc1Cl)NC(=O)c1ccccc1 was read as KDM5B inh inconclusive.
Screening O=C(O)CSCC(=O)c1c[nH]c2ccccc12 returned KDM5B inh -9%.
Screening O=C(C1CCCCC1)N1CCCC2(CN[S+](=O)([O-])c3cccnc3O2)C1 (stereo not given) returned KDM5B inh 16%[115 µM].
`Cc1ccc(-n2nc(C)c([C@@H]3C=C[C@@H](NC(=O)NC4CCCCC4)C3)c2C)cc1Cl` gave KDM5B inh inconclusive.
For CCc1nc2sc(-c3ccncc3)c(N)c2cc1C the results were KDM5B inh inconclusive.
`O=C(CN1C(=O)NC2(CCCCC2)C1=O)N1CCN(c2ccccc2)CC1` gave KDM5B inh -12%.
`Cc1ccccc1C(=O)N1CCN(c2oc(-c3ccc(F)cc3)nc2C#N)CC1` gave KDM5B inh -25%.
CCCc1ncc(C(O)c2cccc(OC)c2OC)n1C (stereo not given) was read as KDM5B inh -10%.
For CCOC(CNC(=O)c1cccn2c(=O)c3c(C)c(C)sc3nc12)OCC the results were KDM5B inh 3%.
`CN(C)c1ccc(CN2Cc3[nH]cnc3C[C@H]2c2nc(-c3ccccc3)no2)cc1` gave KDM5B inh -19%[86.2 µM].
`COc1ccc(CNc2nc3c(c(=O)n(C)c(=O)n3C)n2Cc2ccccc2Cl)cc1` gave KDM5B inh -1%.
CCCn1c(C)cnc1CC1CCN(C(=O)c2ccccn2)C1 (stereo not given) was read as KDM5B inh 25%.
`COc1ccc(-n2c(SCC(=O)N(C)c3ccccc3)nc3[nH]ncc3c2=O)cc1Cl` gave KDM5B inh 21%.
`Cc1cc(C)c(NC(=O)Cn2c(=O)n(CC(=O)NCc3ccccc3Cl)c(=O)c3sccc32)c(C)c1` gave KDM5B inh -15%.
For Cc1oc2c(c1C(=O)NC1CCCN(c3ncccn3)C1)C(=O)CCC2 (stereo not given) the results were KDM5B inh inconclusive.
N#Cc1cc(-n2ccnc2-c2cc3n(n2)CCCNC3)ccc1N1CCCC1 was read as KDM5B inh 28µM*.
Screening COc1ccc(-c2csc3ncnc(Nc4cc(OC)c(OC)c(OC)c4)c23)cc1 returned KDM5B inh -3%.
CCc1ccc(NC(=O)CCCn2nc(C)c3c(C)n(-c4ccccc4)nc3c2=O)cc1 was read as KDM5B inh 10%.
Screening CCCn1ncc(CN2CCC(C(=O)Nc3cccc(-c4cccc(F)c4)c3)CC2)c1C returned KDM5B inh 15%.
Screening COc1ncccc1Nc1cnc2ccc(N3CCOCC3)nn12 returned KDM5B inh inconclusive.
Screening CN1CCN(c2cc(=O)c3ccnc(-c4ccc([S+](C)(=O)[O-])cc4)c3o2)CC1 returned KDM5B inh 32µM*.
`Cn1c(=O)c2c(nc(SCCN3CCCCC3)n2Cc2ccc(Cl)cc2)n(C)c1=O` gave KDM5B inh -17%.
O=C(Nc1ccccc1)c1sc(NCCc2ccccc2)nc1-c1ccc([N+](=O)[O-])cc1 was read as KDM5B inh 0%.
Screening Cc1cc(NC(=O)CS(=O)(=O)c2ccc(C(C)(C)C)cc2)no1 returned KDM5B inh -6%.
For CS(=O)(=O)N1CCC(C2CCN(C(=O)C3CC=CCC3)C2)CC1 (stereo not given) the results were KDM5B inh -20%.
Screening Cn1nnc2c(N3CCN(c4ccccc4F)CC3)ncnc21 returned KDM5B inh -10%.
`CCOC(=O)Cc1c(C)nc2c(-c3ccc(Cl)cc3)c(C(F)(F)F)nn2c1C` gave KDM5B inh inconclusive.

Quoted at random: 5 compounds from above.
`Cn1c(=O)c2c(nc(SCCN3CCCCC3)n2Cc2ccc(Cl)cc2)n(C)c1=O` gave KDM5B inh -17%.
Screening Cn1nnc2c(N3CCN(c4ccccc4F)CC3)ncnc21 returned KDM5B inh -10%.
O=C(Nc1ccccc1)c1sc(NCCc2ccccc2)nc1-c1ccc([N+](=O)[O-])cc1 was read as KDM5B inh 0%.
CCc1ccc(NC(=O)CCCn2nc(C)c3c(C)n(-c4ccccc4)nc3c2=O)cc1 was read as KDM5B inh 10%.
Screening CN1CCN(c2cc(=O)c3ccnc(-c4ccc([S+](C)(=O)[O-])cc4)c3o2)CC1 returned KDM5B inh 32µM*.

The listing picks up, repeating the two entries before the break.
Screening Cn1nnc2c(N3CCN(c4ccccc4F)CC3)ncnc21 returned KDM5B inh -10%.
`CCOC(=O)Cc1c(C)nc2c(-c3ccc(Cl)cc3)c(C(F)(F)F)nn2c1C` gave KDM5B inh inconclusive.
`Cc1ccc(Cl)cc1NC(=O)Cc1ccc(-n2c(C)nc3cccnc32)cc1` gave KDM5B inh -26%.
Screening Cn1nc2n(c1=O)CCC(NC(=O)c1n[nH]c3c1CC(C(C)(C)C)CC3)CC2 (stereo not given) returned KDM5B inh -39%.
Screening O=C(Nc1ccc2c(N3CCOCC3)ncnc2c1)c1cccc(Br)c1 returned KDM5B inh inconclusive.
Screening NC(=S)Cc1ccc(Cl)cc1Cl returned KDM5B inh -8%.
`C=CCN(C(=O)c1csnn1)C(C(=O)NC1CCCC1)c1ccc(F)cc1` (stereo not given) gave KDM5B inh -16%.
CC(C)(C)C(=O)N1CC[C@H]2CC(=O)N([C@@H](Cc3ccccc3)C(N)=O)CC[C@H]2C1 was read as KDM5B inh 19%[86.2 µM].
Screening O=C1NC(=NC2CCCCC2)C2(CCCN([S+](=O)([O-])c3ccccc3)C2)N1c1cc(F)cc(F)c1 (stereo not given) returned KDM5B inh 5%[115 µM].
CCC(=O)N1Cc2ccccc2CC2(CCCCN2C)C1 (stereo not given) was read as KDM5B inh -8%[149 µM].
For COCCNC(=O)[C@@H]1C[C@H](Oc2ccccc2)CN1C(=O)c1cc2ccc(OC)cc2[nH]1 the results were KDM5B inh inconclusive.

An excerpt; the hit share may differ from the screen's.
